Bioassay records deposited in PubChem BioAssay by The Scripps Research Institute Molecular Screening Center.
LYPLA2 inh – LYPLA2 (human) inhibition in PME1 counter-screen; O95372; recombinant LYPLA2, FP-Rh probe fluorescence polarization; inhibition, % at 5.9 µM; 320,000 compounds, 0.38% hits;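 active = inhibition above the screen-wide mean plus 3 SD, limit set per campaign, cut at about 26% in these data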;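 also: 0% = LYPLA2 with DMSO and 100% = wells lacking LYPLA2 enzyme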
Target sequence (O95372 whole entry, looked up): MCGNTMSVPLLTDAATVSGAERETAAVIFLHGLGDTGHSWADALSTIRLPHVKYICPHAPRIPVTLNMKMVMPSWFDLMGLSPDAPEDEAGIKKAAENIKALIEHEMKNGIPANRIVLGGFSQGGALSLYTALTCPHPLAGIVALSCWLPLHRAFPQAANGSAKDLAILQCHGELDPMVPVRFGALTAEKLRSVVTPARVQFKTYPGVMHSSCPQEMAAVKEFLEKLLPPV
PAFAH2 inh – PAFAH2 (human) inhibition. AID 492956. 340,000 compounds, 0.99% hits. recombinant PAFAH2, FP-rhodamine activity probe, fluorescence polarization. inhibition, % at 3.39 µM;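 active = inhibition above the mean over all tested compounds plus 3 SD, cut at about 30% in these data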;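 also: inhibitors block probe labeling of enzyme so polarization drops; 0% = enzyme with DMSO and 100% = wells lacking PAFAH2 protein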
ZTA counter – blocks Epstein-Barr virus ZTA, an EBNA-1 counter-screen | P03206 | ZTA-DNA binding, fluorescence polarization | inhibition, % at 11 µM | 320,000 compounds, 0.15% hits; in the data active = inhibition above about 33%
Target sequence (P03206 whole entry, looked up): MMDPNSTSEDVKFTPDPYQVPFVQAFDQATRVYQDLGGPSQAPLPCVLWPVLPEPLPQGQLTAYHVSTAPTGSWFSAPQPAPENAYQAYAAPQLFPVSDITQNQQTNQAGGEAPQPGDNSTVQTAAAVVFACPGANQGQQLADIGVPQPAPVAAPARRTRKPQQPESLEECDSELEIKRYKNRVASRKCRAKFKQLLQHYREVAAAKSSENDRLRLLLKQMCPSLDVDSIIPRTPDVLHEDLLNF
PREPL inh – human PREPL enzyme inhibition | AID 2751 | inhibition, % at 5.96 µM | 320,000 compounds, 0.68% hits | recombinant PREPL, fluorescence polarization activity-based probe | Q4J6C6; in the data active = inhibition above about 43%;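 also: 0% = enzyme with DMSO and 100% = wells lacking enzyme; many of its hits are not listed in these tables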
EBNA-1 inhibitor – blocks EBNA-1 binding to DNA. EBNA-1 DNA binding, fluorescence polarization. inhibition, % at 14.8 µM. 300,000 compounds, 0.34% hits. AID 1950; in the data active = inhibition above about 28%
PAFAH1B2 FP inh – blocks human PAF acetylhydrolase 1b catalytic subunit 2; 340,000 compounds, 1.2% hits; inhibition, % at 3.39 µM; recombinant PAFAH1B2, FP-rhodamine activity probe, fluorescence polarization;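 active = inhibition above the mean of all tested compounds plus 3 SD, cut at about 24% in these data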;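 also: 0% = enzyme with DMSO and 100% = wells lacking PAFAH1B2; many of its hits are not listed in these tables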
PAFAH1B3 FP inh – PAFAH1B3 (human) inhibition. Q15102. recombinant PAFAH1B3, FP-rhodamine probe, fluorescence polarization. inhibition, % at 3.39 µM. 340,000 compounds, 0.28% hits. AID 492972;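 active = inhibition above the screen-wide average of all tested compounds plus 3 SD, cut at about 25% in these data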;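 also: 0% = enzyme with DMSO only and 100% = wells lacking PAFAH1B3 protein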
pPAFAH FP inh – inhibitors of human plasma PAF acetylhydrolase (pPAFAH); recombinant pPAFAH, FP-rhodamine probe fluorescence polarization; inhibition, % at 3.39 µM; 330,000 compounds, 1.5% hits; AID 463082;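 active = inhibition above the mean inhibition across the screen plus 3 SD, cut at about 25% in these data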;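 also: inhibitors block binding of the rhodamine activity-based probe so polarization drops; 0% = enzyme with DMSO and 100% = wells lacking pPAFAH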
LYPLA1 inh – LYPLA1 (human) inhibition in PME1 counter-screen | O75608 | recombinant LYPLA1, FP-Rh probe fluorescence polarization | inhibition, % at 5.9 µM | 320,000 compounds, 0.16% hits | AID 2174;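 active = inhibition above the mean of all tested compounds plus 3 SD, set per campaign, cut at about 14% in these data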;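 also: inhibitors block serine hydrolase probe labeling of LYPLA1 so polarization falls; 0% = enzyme with DMSO and 100% = wells lacking LYPLA1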
Target sequence (O75608 whole entry, looked up): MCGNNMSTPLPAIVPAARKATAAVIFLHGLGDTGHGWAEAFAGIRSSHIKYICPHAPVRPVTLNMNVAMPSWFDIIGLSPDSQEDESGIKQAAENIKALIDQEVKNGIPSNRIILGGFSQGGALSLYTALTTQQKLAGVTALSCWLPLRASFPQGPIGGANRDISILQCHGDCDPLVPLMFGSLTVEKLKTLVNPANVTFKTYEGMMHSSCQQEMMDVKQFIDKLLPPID
The depositor's hits bear a star; . = no result given. These rows are one share of the data, so the mix of outcomes need not match the whole.

SMILES	LYPLA2 inh	PAFAH2 inh	ZTA counter	PREPL inh	EBNA-1 inhibitor	PAFAH1B2 FP inh	PAFAH1B3 FP inh	pPAFAH FP inh	LYPLA1 inh
Cc1cccc(C)c1OCc1cc(C(=O)N2CCCCCCC2)no1	5	8	-12	8	-2	4	0	7	4
Cc1cc(C(=O)COC(=O)c2ccc[nH]c2=O)c(C)n1-c1ccc(F)cc1	-4	-1	7	-7	-2	1	6	2	1
CCOc1ccc(/C=N/NC(=O)c2c(C)n(C)c3ccc(OC)cc23)cc1	1	-5	-7	17	9	13	4	3	1
Cc1ccc(/C=C2/Sc3ccccc3N(CC(=O)NCC3CCCO3)C2=O)cc1 (centres undefined)	-8	-2	-3	14	-5	4	5	8	-3
O=C(CSc1ccc2ccccc2n1)Nc1nsc(-c2ccc(Cl)cc2)n1	-1	-4	-8	-29	0	3	5	-4	-2
O=C(N/N=C(\c1ccccc1)c1cccnc1)C(O)(c1ccccc1)c1ccccc1	-2	4	20	3	4	-5	4	1	-2
CCOC(=O)c1cnc(-n2nc(C)cc2C)nc1NNc1ncc(-c2ccccc2)cn1	-4	.	-7	16	-16	.	.	3	-1
CCc1ccc(NSc2ccccc2[N+](=O)[O-])cc1	9	4	-6	14	3	-6	8	11	-4
O=C(c1ccccc1)c1ccccn1	0	-5	-4	-3	8	7	3	0	-3
C=CCN1C(=O)c2ccc(C(=O)OCC(=O)Nc3ccccc3OC)cc2C1=O	2	-3	-1	-2	.	2	-4	4	0
COc1ccc(CC(=O)NNC2=Nc3cccc4cccc2c34)cc1	-7	.	6	5	3	.	.	-6	-5
Nc1ccc(NC(=O)c2ccc(C(=O)Nc3ccc(N)cc3)cc2)cc1	-6	10	-10	1	-2	2	15	-1	-4
CCc1ccc(OC)c(S(=O)(=O)NCCOc2ccccc2)c1	2	-2	9	-38	12	2	2	4	1
O=C(COc1ccccc1Cl)NNC(=O)Cn1[nH]c(=O)c2ccccc2c1=O	0	7	10	-10	.	4	5	0	-2
Cc1ccc(C(=O)CSc2cnc3ccccc3n2)cc1C	4	0	-10	26	-7	0	4	-6	-5
COc1cc(C(=O)NC(=S)Nc2nccs2)cc(OC)c1OC	3	1	-15	1	12	3	6	4	-2
NC(=O)C1(N2CCCCC2)CCN(C(=O)c2ccccc2)CC1	1	-3	-4	6	-13	1	0	6	1
O=C(O)COCC(=O)NCc1csc2ccc(Cl)cc12	-1	8	2	-5	-9	8	0	4	-3
O=C(Nc1ccccc1F)c1ccc(CSc2ccccc2)o1	4	-4	-9	-8	5	4	-2	16	-2
CN1CCN(C(=O)N2c3ccccc3C=Cc3ccccc32)CC1	4	2	13	9	-1	2	2	4	0
Cc1ccc(CN2CCN(Cc3cccn3-c3ccccn3)CC2CCO)o1 (centres undefined)	-6	-9	-15	5	-7	-1	2	-1	-6
Cc1c2c(n3c(nc4ccccc43)c1C#N)N(CCCN(C)C)CC2	5	6	9	28	-4	-2	8	6	0
O=S(=O)(NC(=NC1CCCCC1)c1ccccc1)c1ccccc1	2	5	-5	-6	-1	3	6	3	-3
CCn1c(CNc2ccc(Cl)cc2)nnc1SCc1ccc(Cl)cc1	6	5	10	1	2	16	12	6	2
O=S1(=O)CCOC[C@H](Cc2ccccc2)N1Cc1ccccc1	-6	-3	15	-1	12	16	3	7	0
SMILES	LYPLA2 inh	PAFAH2 inh	ZTA counter	PREPL inh	EBNA-1 inhibitor	PAFAH1B2 FP inh	PAFAH1B3 FP inh	pPAFAH FP inh	LYPLA1 inh
C/C(=N/NC(=O)c1cccs1)c1ccc(NC(=O)COc2ccc(Cl)cc2Cl)cc1	-13	-1	9	-15	1	0	-2	1	-2
COc1ccc(S(=O)(=O)N2CCN(c3c(C)cccc3C)CC2)cc1OC	-3	1	-18	-12	-7	11	7	-6	-6
CN(CCOc1ccccc1)CC(=O)Nc1ccc(S(=O)(=O)N2CCCC2)cc1	-2	-2	1	3	-8	12	4	2	1
CCOCCn1c(CN2CCCC(C)C2)nc2c1c(=O)n(C)c(=O)n2C (centres undefined)	2	1	-6	5	11	2	0	5	-1
O=C(CN(Cc1ccco1)C(=O)c1ccc(F)cc1)Nc1ccccc1Br	.	1	.	9	.	4	12	6	.
Cc1nn(-c2ccccc2)c(N)c1-c1ccccc1	10	-8	-9	24	-1	5	-1	1	2
O=C(CCn1c(=O)[nH]c2ccccc2c1=O)N1CCN(c2cccc(C(F)(F)F)c2)CC1	12	-25	1	0	-18	31*	1	-2	-3
O=C(N/N=C/c1ccc(OC(=O)c2ccc(Br)cc2)cc1)c1ccncc1	4	0	-26	2	-12	0	8	-4	3
CC(OC(=O)Cn1cc(C(F)(F)F)ccc1=O)C(=O)NC(C)c1ccc(Cl)cc1Cl (centres undefined)	-3	2	-13	-2	.	13	7	1	0
Cn1nnc(NC(=O)c2ccccc2)n1	-6	2	-12	7	0	-2	8	-11	-2
O=C(N/N=C/C=C/c1ccccc1)c1cccc(Br)c1	-2	3	-10	-6	4	1	10	1	-6
CC(=O)N1CCN(C(=S)NC(=O)C23CC4CC(CC(C4)C2)C3)CC1	3	-1	-2	-4	-11	6	1	3	-2
O=C(NCCc1ccccc1)C1CCCN(S(=O)(=O)c2cccc3nsnc23)C1 (centres undefined)	0	-9	7	10	-2	5	6	1	1
O=C(NCCn1cc(SCC(=O)N2CCOCC2)c2ccccc21)c1ccccc1	-2	5	-7	12	-7	2	0	6	-3
Cc1cnc(NC(=O)Cc2cccs2)s1	2	-1	3	0	-4	-3	2	7	-2
COC(=O)COc1nc(C)c(Br)c(OC)n1	-6	-2	-5	-5	2	-2	-1	-2	-3
CC(C)C(=O)NNC(=O)CSc1nnnn1C(C)C	3	12	8	-1	1	0	10	3	1
COCOc1ccc(C=O)c(O)c1	8	4	-8	13	-8	2	6	-1	2
CC(C)CC(=O)NC1(C(F)(F)F)C(=O)N(CC(C)C)C2=C1C(=O)CC(C)(C)C2 (centres undefined)	6	-3	8	5	5	9	10	4	-2
N/C(=N\OC(=O)CCCC(=O)O)c1ncc(C(F)(F)F)cc1Cl	-2	-5	6	5	-4	3	15	-6	-2
CCCCOc1ccc(-c2nc(-c3cccnc3)no2)cc1	5	-6	16	-13	4	0	1	5	2
Cc1ccc(NC(=O)CN(C)C(=O)Cc2c[nH]c3ccccc23)cc1	.	9	.	13	.	5	10	8	.
CCCC(=O)NC(NC1CCS(=O)(=O)C1)C(Cl)(Cl)Cl (centres undefined)	-6	1	4	3	3	2	2	2	-1
CCOc1ccccc1/C=C/C(=O)NCC(=O)N1CCC(N(C)C2CCCCC2C)CC1 (centres undefined)	2	-1	0	2	-20	2	-2	-2	3
Cc1ccccc1NC(=O)Cc1nc(COC(=O)c2ccc(NC(N)=O)cc2)cs1	.	0	.	-2	.	-1	-1	13	.
SMILES	LYPLA2 inh	PAFAH2 inh	ZTA counter	PREPL inh	EBNA-1 inhibitor	PAFAH1B2 FP inh	PAFAH1B3 FP inh	pPAFAH FP inh	LYPLA1 inh
O=C(CC1SC(=Nc2ccc(OC(F)F)cc2)N(CCN2CCOCC2)C1=O)Nc1ccc(F)cc1F (centres undefined)	-1	2	11	18	-1	-5	2	3	-1
O=C(CNS(=O)(=O)c1cccc(Br)c1)NCC1CCCCC1	-1	0	-6	-2	-7	6	-2	1	-3
CCOCN(C(=O)Cn1cnc2ccccc21)c1c(C)cccc1CC	4	-7	-23	8	-10	0	6	0	3
CCC(C)N=C1CC(C)(C)CC(=O)/C1=C(/O)Cc1ccccc1 (centres undefined)	4	7	-2	-2	-7	7	0	4	4
CC(C)n1c(SCC(=O)N2CCN(C(=O)c3ccco3)CC2)nc2c1c(=O)n(C)c(=O)n2C	5	2	3	-8	0	5	2	4	-2
O=C(Nc1ccc(N2CCCC2)c(Cl)c1)c1cccnc1	5	-9	10	11	0	-6	6	4	-4
CCC(NS(=O)(=O)c1ccc(OC)cc1)C(=O)NCCc1ccccc1 (centres undefined)	-1	-3	20	-19	7	6	2	6	4
CCOC(=O)C1CCCN(C(=O)Cc2c(C(=O)O)[nH]c3ccccc23)C1 (centres undefined)	5	5	4	-7	0	34*	8	9	-2
Cc1cc(=O)n2[nH]c(SCc3ccc(Cl)cc3)nc2n1	3	18	1	-10	2	50*	-7	26*	-2
O=C(Nc1ccccn1)Nc1ccccc1Cl	-3	-7	3	-3	7	3	9	-1	-2
COc1ccccc1-n1c(C)nc2cc(C(=O)NCc3ccc4c(c3)OCO4)ccc21	-11	-7	-1	-21	-2	-2	3	1	-5
Nc1cc(=O)[nH]c(SCC(=O)NC2CCCCCCC2)n1	.	5	.	-7	.	3	-2	-4	.
CCCCNC(=O)C(=O)N/N=C/c1ccc(C(=O)OC)cc1	-4	-1	3	4	3	0	7	1	1
Cc1cc2ccccc2n1CCNC(=O)C(C)C	5	-7	-12	19	0	1	-5	-2	0
O=C(NCc1ccccc1)C1=C[C@@H](c2ccc(Br)cc2)C[C@@H](OCc2ccc(CO)cc2)O1	-10	-6	0	41	11	11	-4	11	-6
